Screening results as filed in PubChem BioAssay.
FadD28 FP inh: blocks FadD28 binding to the bisubstrate probe. AID 588549. actives 0.22% (n = 360,000). fluorescence polarization. inhibition, % at 12.5 µM; in the data active means inhibition above about 8.5%, passing the limit was not always enough; inconclusive means no clear call, values can overlap the other calls
PfHsp40 rescue: compounds rescuing yeast from Plasmodium falciparum HSP40 toxicity; S. cerevisiae expressing PfHsp40, growth rescue, ATP luminescence; growth rescue, % at 12.5 µM; actives 0.68% (n = 340,000); AID 504582; in the data active means growth rescue above about 28%, passing the limit was not always enough; inconclusive means no clear call, values can overlap the other calls;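 further: yeast W303a lacking pdr1 and pdr3 grown in galactose medium; growth measured after three days at 30 °C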
BioA inh: blocks M. tuberculosis BioA enzyme activity | actives 0.096% (n = 360,000) | purified M. tuberculosis BioA enzyme, plate reader | inhibition, % at 9.99 µM | AID 602481; in the data active means inhibition above about 40%; inconclusive means no clear call, values can overlap the other calls
BoNT-F LC inh: inhibitors of Botulinum neurotoxin F light chain protease | actives 0.22% (n = 360,000) | AID 588497 | Multiplex microsphere protease cleavage assay, flow cytometry | inhibition, % at 10 µM; in the data active means inhibition above about 35%, passing the limit was not always enough; inconclusive means no clear call, values can overlap the other calls; further: plate controls were buffer without enzyme for full effect and enzyme alone for no effect
Mtb UGM inh: blocks M. tuberculosis UGM enzyme; P9WIQ1; inhibition, % at 10 µM; actives 0.06% (n = 320,000); AID 504406; purified UGM, fluorescence polarization probe displacement; in the data active means inhibition above about 10%, passing the limit was not always enough; inconclusive means no clear call, values can overlap the other calls
Target sequence (P9WIQ1 whole entry, looked up): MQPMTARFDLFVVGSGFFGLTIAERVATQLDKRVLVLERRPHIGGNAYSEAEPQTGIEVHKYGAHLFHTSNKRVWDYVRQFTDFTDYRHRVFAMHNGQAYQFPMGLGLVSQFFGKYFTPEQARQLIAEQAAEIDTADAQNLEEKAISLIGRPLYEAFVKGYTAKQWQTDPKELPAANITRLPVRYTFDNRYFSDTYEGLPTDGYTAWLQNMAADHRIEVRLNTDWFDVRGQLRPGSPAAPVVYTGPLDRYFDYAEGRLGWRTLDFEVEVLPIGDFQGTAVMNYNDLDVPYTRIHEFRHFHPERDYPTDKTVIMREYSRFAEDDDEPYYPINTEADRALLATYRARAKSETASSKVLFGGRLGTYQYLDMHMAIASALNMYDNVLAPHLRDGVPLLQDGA
GDH-TPI inh: inhibits GDH-TPI coupling enzymes, artifact for Mtb FBA screen; actives 1.2% (n = 360,000); GDH-TPI coupled enzyme counterscreen, NADH absorbance; inhibition, % at 4.8 µM; in the data active means inhibition above about 30%;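 further: 0% = DMSO wells and 100% = wells lacking the enzyme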
BoNT A protease: BoNT A light chain protease inhibition | inhibition, % at 10 µM | actives 0.17% (n = 360,000) | multiplex microsphere protease substrate cleavage, flow cytometry; further: plate controls were buffer without enzyme for full effect and enzyme alone for no effect
Anthrax LF prot: inhibitors of Bacillus anthracis lethal factor protease; actives 0.12% (n = 360,000); inhibition, % at 10 µM; AID 588501; multiplex microsphere protease cleavage assay, LF; P15917; further: plate controls were buffer without enzyme for full effect and enzyme alone for no effect
Mtb FBA inh: inhibits M. tuberculosis FBA enzyme; P9WQA3; purified M. tuberculosis FBA, fluorescence read-out; inhibition, % at 1 µM; actives 2.3% (n = 360,000); AID 588726; in the data active means inhibition above about 27%;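 further: 0% = vehicle and 100% = reference inhibitor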
Target sequence (P9WQA3 whole entry, looked up): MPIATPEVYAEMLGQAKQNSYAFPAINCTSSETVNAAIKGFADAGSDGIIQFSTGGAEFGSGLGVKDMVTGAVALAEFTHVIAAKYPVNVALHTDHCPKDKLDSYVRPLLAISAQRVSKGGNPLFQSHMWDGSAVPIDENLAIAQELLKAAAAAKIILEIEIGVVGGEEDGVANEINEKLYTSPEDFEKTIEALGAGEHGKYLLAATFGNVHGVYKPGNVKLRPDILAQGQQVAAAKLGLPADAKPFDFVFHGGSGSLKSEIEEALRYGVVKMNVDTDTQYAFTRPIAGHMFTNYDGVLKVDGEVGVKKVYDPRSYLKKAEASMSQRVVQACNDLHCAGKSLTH
Numbers without * were called inactive; ? = inconclusive; · = no result given; + = active, no number. Unless noted, no stated cut-off is given here; in the data, active means inhibition above about 30%; inconclusive means no clear call, values can overlap the other calls; inactive means below that.

#	canonical_smiles	FadD28 FP inh	PfHsp40 rescue	BioA inh	BoNT-F LC inh	Mtb UGM inh	GDH-TPI inh	BoNT A protease	Anthrax LF prot	Mtb FBA inh
1	Cc1cccn2c(=O)c3cc(C(=O)NCc4ccco4)c(=N)n(CCc4ccccc4)c3nc12	-3.1	-0.8	·	-9	·	4	1.2	-9	53*
2	O=[N+]([O-])/C=C1/CCCCCN1	0.8	-1.4	·	-3	-1.9	19	1.4	-2	2
3	CC(C)NC(=O)CCCn1cc([N+](=O)[O-])cn1	-3.3	-0.8	0.4	-13	-1.2	0	0.0	0	-2
4	COc1cc(C2OC(=O)C3C(c4ccc(OC(C)=O)c(OC)c4)OC(=O)C23)ccc1OC(C)=O (configuration not stated)	0.5	-0.3	·	4	0.1	4	0.4	8	3
5	CC(C)N1C(=O)CCC1C(=O)N1CCN(c2ccccn2)CC1 (configuration not stated)	1.5	-0.5	-0.7	-5	0.1	10	-0.5	-6	8
6	Cc1ccc(S(=O)(=O)N2CCOCC2)cc1NC(=O)c1cc(-c2ccccn2)nc2ccccc12	-3.1	-0.2	-1.2	-1	-0.8	16	-0.5	2	0
7	Cc1ccc(C)c(N(CC(=O)NCc2ccco2)C(=O)CCC(=O)Nc2nccs2)c1	-0.4	-1.9	-2.2	12	4.6	4	0.0	0	2
8	Cc1cc(C)cc(NC(=O)c2oc3ccccc3c2COc2ccccc2)c1	-1.5	2.8	·	-2	2.6	17	0.9	0	1
9	CN1CCN(c2nc(-c3ccc(Cl)s3)cs2)CC1	0.7	-0.3	·	-10	1.4	10	-0.2	0	2
10	Cc1cc(Cl)ccc1NC(=S)NCCC(c1ccccc1)c1ccccc1	-4.0	4.0	-0.3	-4	4.5	2	0.4	-7	2
11	COc1ccccc1CNC(=O)C(=O)NCC1OCCN1S(=O)(=O)c1cccs1 (configuration not stated)	-1.5	1.2	·	-10	-0.7	10	-0.4	2	0
12	Cc1onc(-c2ccccc2)c1C(=O)NCC(=O)Nc1cc(Cl)ccc1Cl	-1.5	1.2	1.8	-10	-6.5	7	-3.0	-6	4
13	CCc1ccccc1NC(=O)CSc1ccsc1[N+](=O)[O-]	0.2	-1.5	·	-1	-0.1	17	0.8	0	-1
14	Cn1cccc1C(=O)NCCc1ccc(Cl)cc1	-4.0	0.3	1.4	4	-0.7	1	-1.4	-1	0
15	C=CCCC(=O)N1CCCC(Cc2cccc(Cl)c2)(C(=O)OCC)C1 (configuration not stated)	-6.0	0.5	-0.2	-21	-3.2	9	0.5	-6	-2
16	C[n+]1c2n(c3ccccc31)N=C(c1ccc(Br)cc1)CS2	-3.6	1.2	2.1	2	-0.8	4	1.3	-5	-1
17	CCOC(=O)C1CCN(C(=O)Nc2cc(Cl)cc(Cl)c2)CC1	-1.7	0.9	1.7	0	-0.9	-2	-7.0	14	2
18	Nc1ccc2cc3ccccc3cc2c1	-2.5	0.8	-0.3	-18	·	5	3.5	-10	6
19	CN(C)S(=O)(=O)c1cccc(-c2nnc(SCC(=O)NCCCCCC(=O)O)n2-c2ccc(F)cc2)c1	-1.7	1.6	·	0	-1.3	3	-0.5	-4	4
20	O=C(CON=C1c2ccccc2-c2ccccc21)NC12CC3CC(CC(C3)C1)C2	0.2	-0.5	-3.0	0	0.6	2	-0.1	0	2
21	Cc1ccc(-c2cc(C(=O)Nc3ccncc3)c3ccccc3n2)cc1	-3.9	-0.6	·	?	·	10	?	?	5
22	Clc1ccc(-c2cc3ccccc3[nH]2)cc1	-4.1	-0.4	-2.7	-8	-1.3	4	-0.3	6	14
23	CC(C)CCOP(=O)(c1ccc(N(C)C)cc1)C(O)c1ccccc1 (configuration not stated)	-3.1	0.3	·	?	-2.2	10	0.3	-12	2
24	CC1CCN(C(=O)COC(=O)[C@H](C)NS(=O)(=O)/C=C/c2ccccc2)CC1	-1.9	1.7	3.6	-25	1.2	0	0.3	2	1
25	CN(C)S(=O)(=O)c1ccc(Cl)c(NC(=O)COC(=O)/C=C/c2ccc3ccccc3n2)c1	-0.4	-0.6	0.7	-7	2.4	12	-0.4	-1	1
26	Cc1nc(Cl)c(Cl)n1CCOc1ccccc1	0.2	-0.8	-0.4	-4	-2.5	-4	-0.3	-4	1
27	CC1CCN(c2ccc3c(c2)S(=O)(=O)c2cccc(C(=O)NCc4cccc(F)c4)c2C3=O)CC1	-2.8	0.4	-4.9	8	3.7	4	14	8	-7
28	CCOC(=O)c1cnc(SCC(=O)NCc2cccs2)nc1N	-1.7	0.1	-1.5	3	4.8	2	0.2	-6	2
29	CCOC(=O)N1CCN(C(=O)COC(=O)c2ccc(N(C)C)cc2)CC1	·	-1.7	-0.4	-2	-2.5	13	-0.2	-5	-3
30	Clc1ccc(-c2noc(COc3ccccc3)n2)cc1	-2.5	0.3	0.7	1	-1.0	-3	2.2	-3	-8
31	COc1ccc(CCNC(=O)CC(Cc2ccc(C)cc2)C(=O)O)cc1OC (configuration not stated)	-3.2	-1.1	0.8	-2	-1.3	0	-0.5	1	-1
32	CCN1C(=O)[C@H]2[C@@H](c3ccc(SC4CCCCC4)c(OC)c3)N[C@@](Cc3ccccc3)(C(=O)OC)[C@H]2C1=O	-3.0	-1.3	-2.0	6	-2.3	9	0.2	-3	0
33	Cc1ccc(S(=O)(=O)N/N=C/c2cccc([N+](=O)[O-])c2)cc1	-2.5	0.8	-1.8	4	3.0	9	1.3	-1	2
34	C=C(C)CC(c1ccccc1)N(C(C)=O)c1ccco1 (configuration not stated)	0.3	-0.5	·	-4	-3.7	9	-1.0	0	3
35	COc1ccc(Nc2nc(N)nc(CSc3nc(C)cc(C)n3)n2)cc1	-2.3	-1.1	·	-4	-0.9	4	0.5	1	2
36	CCN(CC)C(=O)CSC1=Nc2ccccc2C2=NC(c3ccccc3)C(=O)N12 (configuration not stated)	0.2	0.2	-4.6	-5	1.3	9	0.1	-4	18
37	COc1ccc(/C=C/C(=O)c2sc(-c3ccccc3)nc2C)cc1	-0.9	1.0	-8.2	-2	1.2	27	2.1	3	0
38	CC(=O)[C@H]1CC[C@H]2[C@@H]3CCC4=CC(=O)CC[C@]4(C)[C@H]3[C@H](O)C[C@]12C	-0.8	-0.1	5.5	-7	-1.4	11	-0.9	-12	1
39	CCN(CC(=O)Nc1ccccc1OC)C(=O)c1ccc(N(C)S(=O)(=O)c2ccc(C)cc2)cc1	-2.4	0.1	-2.6	-9	1.7	1	-2.1	-4	-4
40	CSc1ccc(CN2C(=O)C(F)(F)Oc3c(C(C)=O)cccc32)cc1	-3.3	·	0.6	-6	·	-4	-0.6	0	1

Reprinted at random: 2 entries already listed, in no set order.
#	canonical_smiles	FadD28 FP inh	PfHsp40 rescue	BioA inh	BoNT-F LC inh	Mtb UGM inh	GDH-TPI inh	BoNT A protease	Anthrax LF prot	Mtb FBA inh
33	Cc1ccc(S(=O)(=O)N/N=C/c2cccc([N+](=O)[O-])c2)cc1	-2.5	0.8	-1.8	4	3.0	9	1.3	-1	2
38	CC(=O)[C@H]1CC[C@H]2[C@@H]3CCC4=CC(=O)CC[C@]4(C)[C@H]3[C@H](O)C[C@]12C	-0.8	-0.1	5.5	-7	-1.4	11	-0.9	-12	1

(cont.)
#	canonical_smiles	FadD28 FP inh	PfHsp40 rescue	BioA inh	BoNT-F LC inh	Mtb UGM inh	GDH-TPI inh	BoNT A protease	Anthrax LF prot	Mtb FBA inh
41	O=C(CCC(=O)N1CCc2ccccc21)Nc1ccccc1	-1.3	-1.4	2.7	-9	-0.3	1	-1.1	-5	1
42	CN(CC=CCN(C)P(=S)(N1CC1)N1CC1)P(=S)(N1CC1)N1CC1	-6.5	-1.8	·	-1	·	-4	-1.0	-2	-1
43	O=C(CN(Cc1ccccc1)S(=O)(=O)c1ccc(S(=O)(=O)N2CCOCC2)cc1)Nc1ccccc1	-2.3	-0.8	·	-3	0.8	1	-2.1	-6	1
44	COC(=O)c1c(NC(=O)CCCC(=O)O)sc2c1CCCCC2	-1.0	-0.5	·	0	2.1	5	0.6	4	5
45	CC1(C)C=Cc2c(c3ccccc3[nH]c2=O)O1	-3.6	0.3	-1.2	9	0.3	14	0.5	-3	1
46	CN1C(=O)C2C3c4ccccc4C(c4ccccc43)[C@@H]2C1=O (some centres not stated)	-1.3	0.9	-1.6	2	0.1	4	1.0	-13	4
47	CCOC1CCc2c(C)nc(N)nc2S1 (configuration not stated)	-0.3	-0.4	·	?	-1.1	-1	-8.3	0	1
48	CCN(CC)C(=O)COc1ccc(/C=N/NC(=O)c2cc(-c3ccccc3OC)nc3ccccc23)cc1OC	-1.6	1.6	·	?	2.8	42*	-1.1	-1	-1
49	N#CC12C(N)=NC3(OCCO3)C1(C#N)C1=C(CCC1)NC2c1ccccc1 (configuration not stated)	-0.3	-0.1	·	-5	0.7	6	-0.1	-4	16
50	O=C(NCC1CCCCC1)c1cccnc1	-0.8	-1.6	-0.1	?	-4.4	4	3.4	-8	-1
51	COC(=O)CSc1nnc(CNC(=O)c2cc(OC)cc(OC)c2)n1-c1ccc(F)cc1	?	0.2	·	1	1.4	-1	-0.2	-3	2
52	Cc1ccc2[nH]c3c(c2c1)CCN(C)C3	-1.5	0.7	-1.9	-294	-0.9	15	-0.6	-177	17
53	COC(=O)C1=C(CS(=O)(=O)c2cc(OC)ccc2OC)NC(=O)NC1c1ccc(O)c(OC)c1 (configuration not stated)	-1.6	1.5	0.5	-5	-2.5	-4	-1.3	-2	1
54	O=C(CN1C(=O)NC2(CCCCC2)C1=O)Nc1cccc(Cl)c1Cl	-4.3	-0.7	-0.1	-17	0.8	5	-0.4	-8	-1
55	COc1ccccc1NCC(O)Cn1c2ccccc2c2ccccc21 (configuration not stated)	-1.0	-1.3	0.2	-12	-0.5	3	-1.3	-10	2
56	CC(=O)Oc1cccc(-c2nc3ccccc3c(=O)o2)c1	-2.1	-1.8	·	-3	1.7	12	-0.4	-3	0
57	O=S(=O)(Nc1cccc(CCc2ccccn2)c1)c1ccc(Cl)cc1	-3.0	0.1	·	4	-1.1	11	-0.5	2	0
58	Cc1ccccc1OCCC(=O)OCC(=O)NC1CCS(=O)(=O)C1 (configuration not stated)	-2.0	-0.1	·	·	-1.7	1	·	·	-3
59	CNC(=O)c1cccc(NC(=O)c2cc(-c3ccccc3)nc3c2cnn3C(C)C)c1	-10	2.0	-0.5	·	-4.7	6	·	·	0
60	Cc1ccc(C(C)C)c(OCCCn2ccnc2C)c1	-4.0	1.5	10	-3	4.0	3	0.1	9	3
61	Cc1ccc(CNC(=O)CN2C(=O)COc3ccc(S(=O)(=O)N4CCC(C)CC4)cc32)o1	-4.5	-0.3	-0.4	6	-0.9	-14	1.8	2	0
62	O=C(CSc1n[nH]c(-c2ccccc2Br)n1)NCCN1C(=O)CSC1=O	-4.5	-1.5	·	-4	5.0	2	-0.3	-2	0
63	COc1ccccc1/C=N/NC(=O)CC(=O)NCc1ccccc1	-4.8	-0.7	1.7	-4	2.7	-7	0.4	-4	0
64	Cc1c(C)n(CC(O)CN2CCCCC2)c2ccccc12 (configuration not stated)	0.2	-0.6	-0.5	11	0.5	3	1.4	-2	10
65	S=C(NCc1ccncc1)Nc1ccc(Br)cc1	-0.5	-1.8	0.3	4	1.0	6	-1.4	5	5
66	O=C(O)c1ccc(N2N=C(c3ccccc3)CC2c2ccccc2)cc1 (configuration not stated)	5.2	0.2	3.9	?	2.5	32*	2.3	1	+
67	O=C(COC(=O)c1cc(S(=O)(=O)N2CCOCC2)ccc1F)Nc1ccc(Cl)cn1	-0.9	0.1	-5.7	2	-0.9	13	2.0	10	2
68	CC(=O)Oc1ccc(NC(=O)C2CCCCC2)c(C(=O)O)c1	-3.0	0.3	0.8	4	-0.9	-6	4.9	-3	10
69	c1ccc(Cn2c(SCc3nc4ccccc4s3)nnc2-c2ccco2)cc1	-0.4	2.6	9.4	-6	-0.4	14	1.3	3	3

Only BoNT-F LC inh, for some of the entries so far:
| no. | SMILES | BoNT-F LC inh |
| --- | --- | --- |
| 62 | O=C(CSc1n[nH]c(-c2ccccc2Br)n1)NCCN1C(=O)CSC1=O | -4 |
| 63 | COc1ccccc1/C=N/NC(=O)CC(=O)NCc1ccccc1 | -4 |
